MPTP block = permeability transition pore inhibition. AID 602449. isolated mouse mitochondria, Ca2+ swelling absorbance, 30 min. inhibition, % at 10 µM. 1.4% of 360,000 active;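 active means inhibition of 50% or more, scaled per plate between neutral and stimulator controls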;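 further: 0% = DMSO wells given calcium and 100% = 1 mM EGTA wells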
CCR6 antag = CCR6 (human) receptor antagonism. CHO-K1 CCR6 PathHunter beta-arrestin, luminescence, CCL20-stimulated. inhibition, % at 20 µM. 0.49% of 340,000 active. AID 493098. P51684;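 active means compounds whose inhibition of the agonist-driven luminescence signal at 20 µM reaches about 50%, limit read from the data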;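 further: cells stimulated with CCL20 at 14 nM final; plate controls were DMSO with CCL20 for no effect and DMSO without agonist for full effect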
APOBEC3A inh = human APOBEC3A DNA deaminase inhibition | P31941 | recombinant A3A, FAM/TAMRA ssDNA deamination fluorescence | inhibition, % at 20 µM | 0.41% of 330,000 active;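 active means at least 40% inhibition at 20 µM here, with at most 30% in a related deaminase screen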;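 further: plate controls were A3A with DMSO for no effect and wells lacking A3A enzyme for full effect; some results filed as inactive read as strong as hits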
Target sequence (P31941 whole entry, looked up): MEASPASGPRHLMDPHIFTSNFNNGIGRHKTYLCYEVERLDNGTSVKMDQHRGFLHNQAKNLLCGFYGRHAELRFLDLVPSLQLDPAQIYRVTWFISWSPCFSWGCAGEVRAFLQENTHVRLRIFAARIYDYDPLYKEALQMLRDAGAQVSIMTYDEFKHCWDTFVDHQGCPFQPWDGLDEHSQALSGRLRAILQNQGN
EBI2 antag = blocks human EBI2 receptor beta-arrestin signaling; 0.81% of 360,000 active; inhibition, % at 5 µM; EBI2 beta-arrestin recruitment, luminescence, 7a,25-OHC stimulated; in the data active means inhibition above about 38%;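 further: enzyme fragment complementation signal reports receptor beta-arrestin coupling in cells; 0% = agonist plus DMSO wells and 100% = wells without agonist; some results beyond the cut were filed as inactive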
Target sequence (P32249 whole entry, looked up, the tested form may be a part): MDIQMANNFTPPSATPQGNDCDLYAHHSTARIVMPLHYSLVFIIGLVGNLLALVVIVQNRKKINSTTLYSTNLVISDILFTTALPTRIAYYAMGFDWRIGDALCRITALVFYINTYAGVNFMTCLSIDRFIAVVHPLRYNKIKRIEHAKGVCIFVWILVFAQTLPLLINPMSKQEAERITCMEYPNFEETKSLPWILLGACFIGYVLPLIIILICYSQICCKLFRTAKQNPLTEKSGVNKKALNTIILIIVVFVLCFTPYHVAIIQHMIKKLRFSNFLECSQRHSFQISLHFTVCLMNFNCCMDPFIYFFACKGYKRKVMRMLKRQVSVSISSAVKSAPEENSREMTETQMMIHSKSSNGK
NR3A LBD binder = modulators (binders) of human NR3A ligand-binding domain; 2.5% of 340,000 active; NR3A LBD differential scanning fluorimetry, Tm shift; 0% = protein alone, 100% = glycine-bound protein; Tm shift relative to glycine control, % at 25 µM;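 active means melting temperature shift of at least 10% of the positive control shift, at one fixed dose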
CXCR6 inh = inhibitors of human CXCR6 receptor | O00574 | CHO-K1 PathHunter CXCR6 beta-arrestin, luminescence | inhibition, % at 20 µM | 0.36% of 360,000 active; in the data active means inhibition above about 34%, passing the limit was not always enough;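 further: antagonist mode with CXCL16 agonist at 10 nM final; 0% = 10 nM CXCL16 with DMSO and 100% = unstimulated wells without agonist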
Target sequence (O00574 whole entry, looked up): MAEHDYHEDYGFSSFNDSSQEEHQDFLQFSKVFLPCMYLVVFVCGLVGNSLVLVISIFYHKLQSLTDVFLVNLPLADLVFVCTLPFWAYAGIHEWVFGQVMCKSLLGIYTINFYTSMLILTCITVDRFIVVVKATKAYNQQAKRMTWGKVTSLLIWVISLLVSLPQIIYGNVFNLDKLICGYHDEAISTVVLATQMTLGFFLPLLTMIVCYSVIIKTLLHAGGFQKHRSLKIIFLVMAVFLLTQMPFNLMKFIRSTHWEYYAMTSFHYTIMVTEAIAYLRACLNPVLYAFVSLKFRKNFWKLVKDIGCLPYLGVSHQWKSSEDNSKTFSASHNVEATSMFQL
A3G deaminase = blocks human APOBEC3G single-stranded DNA deamination; 0.28% of 330,000 active; inhibition, % at 20 µM; AID 493012; Q9HC16; recombinant A3G, ssDNA deamination FAM/TAMRA fluorescence;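 active means inhibition of at least 40% at 20 µM, with no more than 30% in the related APOBEC3A deaminase screen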;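 further: plate controls were DMSO wells with A3G for no effect and wells lacking A3G enzyme for full effect; some compounds called inactive have numbers as strong as hits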
Gli-Sufu antag = Gli-Sufu pathway antagonism; 0.74% of 340,000 active; Sufu-KO-LIGHT fibroblasts, Gli luciferase reporter luminescence; inhibition, % at 5 µM;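 active means inhibition above about 55%, limit read from the data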;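 further: 0% = DMSO-treated cells and 100% = wells with medium but no cells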
Active calls of the source: *; . = no result given.

SMILES	MPTP block	CCR6 antag	APOBEC3A inh	EBI2 antag	NR3A LBD binder	CXCR6 inh	A3G deaminase	Gli-Sufu antag
OC(CNCCc1ccccc1)c1ccccc1 (centres undefined)	-0.9	13	-3	2	-2	10	-7	3
COCCCNC(=O)CN1C(=O)COc2ccc(S(=O)(=O)N3CC(C)CC(C)C3)cc21 (centres undefined)	-2.2	6	-4	-11	2	0	-3	-6
CCOC(=O)C1CCCN(C(=O)Cn2cnc3c2c(=O)n(C)c(=O)n3C)C1 (centres undefined)	-0.8	-4	3	-16	-1	-8	4	0
CN(CC(=O)NCc1ccco1)S(=O)(=O)c1ccc2c(c1)c(=O)n(C)c(=O)n2C	1.4	-6	0	-9	0	-7	-2	2
CCOc1ccccc1C1C(C#N)=C(N)Oc2cc(C)n(C)c(=O)c21 (centres undefined)	-1.1	8	-2	-1	0	-10	-9	0
COC(CNC(=O)CCCn1nnnc1CN1CCOCC1)c1cccs1 (centres undefined)	2.7	5	4	-11	-1	2	9	31
CC(Oc1ccc(Br)cc1)C(=O)Nc1ccc(S(=O)(=O)N(C)C2CCN(C)CC2)cc1 (centres undefined)	0.3	0	17	-4	0	-8	-10	41
CCc1cccc(CC)c1NC(=O)COC(=O)CCc1cc(OC)c(OC)c(OC)c1	-3.9	13	-4	-2	-1	-1	-11	-18
Cc1cc(C)c(C)c(S(=O)(=O)N2CCC(C(=O)NC3=NCCS3)CC2)c1C	-0.9	11	-4	-6	-1	4	-11	-22
COc1ccc(C(=O)NNC(=O)c2cnccn2)cc1[N+](=O)[O-]	-2.8	-6	-3	5	1	-5	-5	7
O=C(CS(=O)(=O)c1cccc(C(F)(F)F)c1)Nc1ccccc1Cl	2.1	1	-1	6	5	1	-4	7
Cc1cc(C(=O)NCc2ccc3c(c2)OCO3)n(-c2ccccc2)n1	-1.0	-6	-3	-4	-1	9	0	-3
COCCSc1ccccc1C(=O)Nc1nnc(C)s1	0.3	-4	-6	0	-1	-12	-8	6
CCCCCCCC(=O)OC(CN1CCCCC1)CN1CCCC1=O (centres undefined)	-1.5	1	0	-13	0	-3	-2	0
Cn1c(NC(=O)C[n+]2cc(-c3ccc(Cl)c(Cl)c3)n3c2CCC3)cc(=O)n(C)c1=O	1.1	-13	-1	-8	-3	-7	-6	11
O=C(NN=Cc1ccc(F)cc1)c1cccc(S(=O)(=O)N2CCCC2)c1	2.6	8	-4	-2	1	6	-6	8
Cc1ccc(-c2noc(CCC(=O)NCC3CCCO3)n2)cc1 (centres undefined)	1.5	-5	0	3	-1	-2	-5	.
Cc1ccc(/C=C2\SC(=S)N(CCC(=O)NNC(=O)c3ccncc3)C2=O)cc1	13	-3	-1	7	10	-7	-4	-4
CCn1cc(S(=O)(=O)CC(=O)N2CCc3ccccc32)c2ccccc21	0.2	0	-4	5	-3	2	-8	-4
COCC(C)NC(=O)CSc1nc2nn(-c3ccccc3)c(=O)c-2c2n1CCCCC2 (centres undefined)	0.4	11	4	2	0	7	-4	-1
COc1ccccc1C(=O)NC(=S)N1CCCc2ccccc21	0.6	14	-1	-4	3	-8	-5	3
O=C(CN1CCOCC1)Nc1ccc(Br)cc1	-0.7	6	-1	-4	-2	-3	-4	12
C#CCn1c(S(=O)(=O)Cc2ccc(C)cc2)nc(-c2ccccc2)c1-c1ccccc1	2.4	20	4	38	1	13	2	39
COc1ccc2c3n(nc2c1)CCN=C3c1cc(Cl)c(N)c(Cl)c1	-0.1	5	0	35	-2	-14	-13	6
COCCNC(=O)c1c(N)n(-c2ccccc2)c2nc3ccccc3nc12	-0.7	10	-1	7	2	-1	-3	3
COc1cccc(N2CCN(S(=O)(=O)c3ccc4c(c3)N(C(C)=O)CCO4)CC2)c1	-0.6	7	-2	-11	0	-8	-1	27
COc1cccc(C(=O)NCC(=O)N2CCC3(CC2)NCCc2[nH]cnc23)c1OC	-1.0	7	2	-7	1	-3	0	-10
C/C=C(\C)C(=O)N1CC2(CC(c3cccc(NC(=O)CCCCC)c3)=NO2)C[C@@H]1C(N)=O (some centres undefined)	-3.0	1	2	-11	1	0	-6	-3
Cc1ccccc1-n1nc(C)c(N=O)c1N	0.3	-3	3	5	1	-1	-1	-2
Cc1ccc(N(C(=O)c2cccs2)C2C=CS(=O)(=O)C2)cc1 (centres undefined)	-1.0	-15	1	-3	-1	4	1	-2
CC(C)(C)N1CC(C(=O)Nc2ccc(C#N)cc2)CC1=O (centres undefined)	0.9	0	-4	-10	0	1	-3	-4
CC(C)c1ccc(S(=O)(=O)Nc2ccc(O)c(Sc3ncn[nH]3)c2)cc1	0.3	-22	1	-21	-3	-11	-2	13
O=C(NC1CCCC1)C1CC(=O)N(c2ccc(F)cc2)C1 (centres undefined)	-2.4	12	-3	-5	1	4	-7	35
NC(=O)C1(c2ccccc2)CCC(=O)N1c1ccccc1 (centres undefined)	0.7	5	-5	-2	0	-5	4	1
CCCN1CCN(CCCNC(=O)c2cc3c(=O)[nH]c4ccc(C)cc4c3s2)CC1	0.9	1	-1	-7	-3	-13	0	16
COC(=O)c1sccc1NC(=O)/C=C/c1ccc(Cl)cc1	17	9	-3	26	4	11	-3	-70
CC1CCN(S(=O)(=O)c2cccc(C(=O)NCc3ccco3)c2)CC1	2.1	-30	0	3	-3	1	-6	-11
c1ccc(C2NCCn3cccc32)cc1 (centres undefined)	0.1	6	-2	4	-3	-3	-6	-4
C=C(C)COc1ccc(-c2ncncc2-c2ccc(OC)cc2)c(O)c1	-0.5	23	1	5	-2	0	-8	10
Cn1ccnc1SCC(=O)Nc1ccc2ccccc2c1	-0.6	10	-4	-3	0	0	-3	-101
Cc1nc(NCc2ccccc2)sc1C(=O)Nc1ccccc1	-4.8	10	-7	17	-8	-5	-8	-52
CCC/C(O)=C1\C(=O)CCCC1=NCCc1c(C)[nH]c2ccc(C)cc12	-0.5	5	3	6	1	3	-4	5
CC(C)CNC(=O)c1c2c(nc3ccccc13)-c1ccccc1CC2	0.4	11	-2	-3	-1	-5	-3	13
COc1cc(CCC(=O)OCC(=O)Nc2ccc(C(N)=O)cc2)cc(OC)c1OC	1.4	4	1	-6	-1	0	-8	4
Cn1nc(C(=O)Nc2ccc(S(=O)(=O)N3CCCCC3)cc2)ccc1=O	-1.4	-6	-1	5	-1	-5	-5	-2
Brc1ccccc1/C=N/Nc1nc2ccccc2o1	1.1	8	-4	-9	-2	-1	-9	-19
COc1ccc(CCN2C(=O)c3ccccc3NC2c2cc(Cl)c(O)c(OC)c2)cc1 (centres undefined)	-0.7	18	1	5	-1	6	-5	-4
CCn1c(=O)cc(OCC(=O)Nc2ccc(C)cn2)c2ccccc21	0.5	1	5	6	1	-6	-4	-15
CCSc1nnc(NC(=O)c2ccc(Br)s2)s1	-1.4	-6	6	-34	-7	-2	0	-9
O=C(c1ccc(Cl)c(S(=O)(=O)N2CCCCCC2)c1)N1CCN(c2ccc(O)cc2)CC1	0.3	10	-6	-5	-1	-21	-5	12
Cc1cccc(Cn2ccc(-c3ccc(Cl)cc3)c(C#N)c2=O)c1	2.8	4	-4	-3	-1	9	-1	1
FC(F)c1nc2ccccc2[nH]1	-1.4	4	-4	1	0	-6	-7	6
CCOC(=O)c1c(NC(=O)COC(=O)c2ccc(C)s2)sc2c1CC(C)(C)NC2(C)C	-0.7	22	-4	-20	-2	-20	-7	1
CCOc1ccccc1NC(=O)[C@@H](NC(=O)c1ccccc1F)C(C)C	1.0	-9	1	8	1	9	-3	-8
CCS(=O)(=O)N1CCCC(C(=O)NCCc2ccc(OC)c(OC)c2)C1 (centres undefined)	-4.3	-6	0	3	-2	4	-3	6
COC(=O)Cc1ccc(NC(=S)Nc2ccc(N3CCOCC3)cc2)cc1	0.2	-1	7	-8	-2	1	-7	3
C[C@H](NS(=O)(=O)c1ccc(Cl)cc1)C(=O)OCC(=O)Nc1cc(S(=O)(=O)N2CCOCC2)ccc1Cl	0.5	6	.	-2	3	2	.	4
COCCn1nnnc1C(c1cc2c(C)cc(C)cc2[nH]c1=O)N1CCCCCC1 (centres undefined)	-0.2	3	4	-1	-1	-2	7	-2
N=c1c2c(n(Cc3ccc(Cl)c(Cl)c3)c3c1CCC3)CCCC2	-2.6	-6	-7	8	-2	7	-6	83*
Cc1ccccc1OCC(=O)OCC(=O)NCC1CCCCC1	-2.3	-2	-2	-3	0	1	-5	-1
CC1Cc2ccccc2N1CC(=O)NC(=O)NC1CCCC1 (centres undefined)	-0.2	13	0	-2	-1	-1	2	7
CCOC(=O)c1c(C)[nH]c(C(=O)COC(=O)/C=C/c2ccc(OC(F)F)cc2)c1C	0.0	-4	-1	1	13*	4	-8	-12

Of the compounds above, nine contain a Cl atom:
SMILES	MPTP block	CCR6 antag	APOBEC3A inh	EBI2 antag	NR3A LBD binder	CXCR6 inh	A3G deaminase	Gli-Sufu antag
O=C(CS(=O)(=O)c1cccc(C(F)(F)F)c1)Nc1ccccc1Cl	2.1	1	-1	6	5	1	-4	7
Cn1c(NC(=O)C[n+]2cc(-c3ccc(Cl)c(Cl)c3)n3c2CCC3)cc(=O)n(C)c1=O	1.1	-13	-1	-8	-3	-7	-6	11
COc1ccc2c3n(nc2c1)CCN=C3c1cc(Cl)c(N)c(Cl)c1	-0.1	5	0	35	-2	-14	-13	6
COC(=O)c1sccc1NC(=O)/C=C/c1ccc(Cl)cc1	17	9	-3	26	4	11	-3	-70
COc1ccc(CCN2C(=O)c3ccccc3NC2c2cc(Cl)c(O)c(OC)c2)cc1 (centres undefined)	-0.7	18	1	5	-1	6	-5	-4
O=C(c1ccc(Cl)c(S(=O)(=O)N2CCCCCC2)c1)N1CCN(c2ccc(O)cc2)CC1	0.3	10	-6	-5	-1	-21	-5	12
Cc1cccc(Cn2ccc(-c3ccc(Cl)cc3)c(C#N)c2=O)c1	2.8	4	-4	-3	-1	9	-1	1
C[C@H](NS(=O)(=O)c1ccc(Cl)cc1)C(=O)OCC(=O)Nc1cc(S(=O)(=O)N2CCOCC2)ccc1Cl	0.5	6	.	-2	3	2	.	4
N=c1c2c(n(Cc3ccc(Cl)c(Cl)c3)c3c1CCC3)CCCC2	-2.6	-6	-7	8	-2	7	-6	83*

High-throughput results: PubChem, Sanford-Burnham Center for Chemical Genomics
